KB-3-1 tox – KB-3-1 parental cell cytotoxicity. Potency, µM (top dose mostly 46.1 µM), inactives show at the top dose activity change, negative = cytotoxic, usual class: cytotoxic. KB-3-1 viability, CellTiter-Glo ATP luminescence, 72 h. hit rate 1.4% among 400,000. AID 1347075; note: potency is the fitted concentration of half-maximal effect; % is set by controls: 0 for no effect and ±100 for the full control effect; nearly all actives have a fitted effect of over 60% in size
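KB-3-1 parental drug-naive adenocarcinoma cells in DMEM/10% FBS, incubated 72 h at 37 C with pin-transferred compounds across a concentration series. Viability by CellTiter-Glo luminescence; concentration-response curves fitted after normalization.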
KB-V1 cytotox – kills drug-selected multidrug resistant KB-V1 cells; KB-V1 MDR cells viability, CellTiter-Glo, 72 h; Potency, µM (top dose mostly 46.1 µM), for the others: at the highest dose activity change, negative = cytotoxicity, usual class: cytotoxic; hit rate 3.4% among 400,000; AID 1347076; note: potency is the fitted concentration of half-maximal effect; % is set by controls: 0 for no effect and ±100 for the full control effect; nearly all actives have a fitted effect of over 60% in size
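Cells of the MDR subline KB-V1 are plated, dosed with compound at multiple concentrations, and incubated 72 h at 37 degrees C; CellTiter-Glo is then added and luminescence read after 10 min.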
HT1080NT lethal – kills 2HG-producing HT-1080-NT fibrosarcoma cells; HT-1080-NT fibrosarcoma viability, CellTiter-Glo ATP luminescence, 48 h; Potency, µM (top dose mostly 46.1 µM), for the others: at the top dose activity, negative = less viability, hits mostly cytotoxic; hit rate 1.6% among 360,000; AID 686970;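 note: NT is the 2HG producing partner of a matched IDH1 knockdown line; potency is the fitted concentration of half-maximal effect; 0% = DMSO-treated cells and -100% = media-only wells without cells; nearly all actives have a fitted effect of over 55% in size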
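Fibrosarcoma NT cells, 750 per well in 5% FBS RPMI, were exposed to compound for 48 hours. Viability: CellTiter-Glo luminescence.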
HT1080 IDH1KD tx – toxicity to HT-1080 IDH1 knockdown cells (counter line) | HT-1080 IDH1 knockdown viability, ATP luminescence, 48 h | Potency, µM (top dose mostly 46.1 µM), inactives show at the highest dose activity, negative = toxicity, usual class: cytotoxic | hit rate 2% among 360,000 | AID 686971;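 note: potency is the fitted concentration of half-maximal effect; 0% = DMSO wells and -100% = cell-free medium wells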
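In this qHTS, HT-1080 cells depleted of IDH1 are exposed for 48 h at 37 °C to compound titrations. Toxicity is scored from CellTiter-Glo luminescence, with DMSO as full viability and medium alone as none.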
SW480 rereplic – DNA re-replication induction in SW480 cells; hit rate 1.8% among 340,000; Potency, µM (doses to about 46.1 µM), inactives show at the top dose re-replication activation, actives largely listed as activators; SW480 DNA re-replication, Hoechst DNA content imaging, 48 h; note: potency is the fitted concentration of half-maximal effect; % of control where 0% means no effect; nearly all actives have a fitted effect of over 55% in size
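Quantitative HTS format with DMSO vehicle controls; 48 hr drug incubation at 37 C, then 40 min Hoechst staining and scanning imager measurement at 405 nm excitation.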
DRD3 antagonist – antagonists of human D3 dopamine receptor | P35462 | D3R cells, DiscoveRx beta-arrestin luminescence, antagonist mode; stronger effect = lower value | max response, negative = inhibition, % | hit rate 2.5% among 360,000 | AID 652054; in the data active = max response below about -50%; inconclusive = no clear call, values can overlap the other calls; note: % is set by controls: 0 for no effect and ±100 for the full control effect; mostly tested at two doses, the higher about 12 µM
Target sequence (P35462 whole entry, looked up): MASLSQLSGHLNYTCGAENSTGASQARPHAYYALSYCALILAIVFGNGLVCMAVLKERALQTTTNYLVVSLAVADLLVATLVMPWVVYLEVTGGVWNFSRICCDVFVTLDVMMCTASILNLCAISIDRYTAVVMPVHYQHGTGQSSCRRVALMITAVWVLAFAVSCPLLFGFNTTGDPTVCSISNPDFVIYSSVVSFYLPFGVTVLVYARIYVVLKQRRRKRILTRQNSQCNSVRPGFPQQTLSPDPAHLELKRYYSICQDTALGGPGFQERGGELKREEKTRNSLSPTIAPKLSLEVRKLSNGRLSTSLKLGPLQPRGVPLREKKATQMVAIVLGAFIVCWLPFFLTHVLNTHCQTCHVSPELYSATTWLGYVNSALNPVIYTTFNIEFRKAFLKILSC
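Cells plated overnight at 1500 cells/well, then exposed to library compounds with dopamine controls for 90 minutes at 37 degrees C. DiscoveRx reagent added for 30–60 minutes at room temperature; luminescence read, quantitative HTS format.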
DRD3 agonist – activates the human D3 dopamine receptor | P35462 | AID 652048 | hit rate 0.58% among 410,000 | max activation, % | D3R DiscoveRx beta-arrestin cells, luminescence, 90 min; in the data active = max activation above about 30%; note: 0% is about no effect; mostly tested at two doses, the higher about 12 µM
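Cells at 1500/well, incubated overnight, then treated with pinned compounds (dopamine as control) for 90 min at 37 degrees C. DiscoveRx reagent added for 30 - 60 minutes at room temperature; luminescence read.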
IL-1B inflam inh – inflammasome signaling inhibition, IL-1 beta readout; hit rate 4.7% among 360,000; activity change, % at 57.5 µM; AID 743279; THP-1 LPS/ATP IL-1B secretion, AlphaLISA, 16 h; stronger effect = lower value; in the data active = activity change below about -50%; inconclusive = mostly about -30% to -49%; note: % is set by controls: 0 for no effect and ±100 for the full control effect
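THP-1 cells pretreated 1 hr with compounds (up to 57.5 uM final), then stimulated with LPS (250 ng/mL final) plus ATP (1.25 mM final); secreted IL-1B measured by AlphaLISA after 16 hr, decreased signal indicating inhibition.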
GLP1R ag – GLP-1 receptor (human) agonism; P43220; HEK293 GLP-1R CRE-luciferase, luminescence, 4-6 h; cells express a hypersensitive GLP-1R form; Potency, µM (doses to about 45.6 µM), for the others: at the highest dose activation, hits mostly activators; hit rate 0.007% among 380,000; AID 624172; note: potency is the fitted concentration of half-maximal effect; % of control where 0% means no effect
Target sequence (P43220 whole entry, looked up): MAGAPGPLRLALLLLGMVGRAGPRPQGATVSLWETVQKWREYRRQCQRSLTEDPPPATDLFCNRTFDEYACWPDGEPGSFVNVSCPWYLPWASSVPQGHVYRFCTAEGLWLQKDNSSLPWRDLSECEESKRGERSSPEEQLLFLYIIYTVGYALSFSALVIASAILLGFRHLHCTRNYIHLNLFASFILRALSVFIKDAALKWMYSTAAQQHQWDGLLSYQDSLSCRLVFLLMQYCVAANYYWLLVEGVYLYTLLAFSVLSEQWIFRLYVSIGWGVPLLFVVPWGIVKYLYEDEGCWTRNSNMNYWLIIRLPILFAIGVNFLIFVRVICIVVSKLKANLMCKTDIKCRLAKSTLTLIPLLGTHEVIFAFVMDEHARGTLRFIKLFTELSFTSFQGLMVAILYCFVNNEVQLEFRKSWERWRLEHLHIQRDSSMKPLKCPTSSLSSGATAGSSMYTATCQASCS
Active calls of the source: *; ? = inconclusive; nt = not tested or not shown; & = joins results of further samples; ! = repeats disagree. Unless noted, calls come from the whole dose curve; as a rule, active = well fitted curve in the direction sought with a large enough effect; inconclusive = small, poorly fitted or top-dose-only effect, or another doubt; inactive = no such curve, though single readings can be large; an effect the other way counts as inactive or inconclusive.

nr	Compound	KB-3-1 tox	KB-V1 cytotox	HT1080NT lethal	HT1080 IDH1KD tx	SW480 rereplic
1	O=C(C(=O)N1CCCCCC1)c1c[nH]c2ccccc12	-3%	-7%	-1%	13%	-15%
2	CCN(CC(=O)Nc1cccc(OC)c1)C(=O)c1cnc(Cl)c(Cl)c1	-8%	-21%	-3%	1%	-26%
3	N#C/C(=C\c1cccnc1)C(=O)Nc1ccccc1[N+](=O)[O-]	1%	17%	-27%	1%	14%
4	C/C(=N\OCC(=O)Nn1c(=O)[nH]c2ccccc2c1=O)c1cccs1	1%	20%	-3%	0%	-5%
5	CCCCCN(C(=O)CCC(=O)OCCOc1cccc(C)c1)c1c(N)n(CCCC)c(=O)[nH]c1=O	7%	?	-5%	-10%	12%
6	OCC1CCCCN1C(=S)Nc1ccc(Cl)cc1Cl (configuration not stated)	14%	29%	2%	-1%	?
7	O=C(Nc1ccc(F)c(Cl)c1)c1cc(C2CCCCN2C(=O)c2ccccc2)on1 (configuration not stated)	0%	-10%	?	?	nt
8	COc1ccc(CN(CC(=O)NC(C)C)C(=O)CCC(=O)Nc2nccs2)cc1	12%	-1%	7%	15%	-5%
9	O=C(Nc1cccc(O)c1)c1noc2c1CCc1ccccc1-2	2%&1%	23µM*!	-26%	-28%	3%
10	Cc1ccc2c(CSc3nnc(C4CC4)n3N)cc(=O)oc2c1	-5%	6%	7%	5%	-2%
11	Nc1nnc(-c2cccc([N+](=O)[O-])c2)o1	13%	?	15%	17%	5%
12	CCOC(=O)N1CCc2c(sc(NC(=O)CN(CC)CC)c2C#N)C1	4%	-10%	13%	19%	-2%

nr	DRD3 antagonist	DRD3 agonist	IL-1B inflam inh	GLP1R ag
1	-4	-4	-15	13%
2	-29	-15	-83*	6%
3	1	1	43	-3%
4	-9	3	-13	-7%
5	5	-11	-4	-3%
6	-9	-1	-7	-7%
7	?	-7	-12	2%
8	-1	5	-7	0%
9	16	4&5	-83*	1%
10	12	12	13	-2%
11	-23	1	5	14%
12	-18	-13	90	13%

Next compounds:
nr	Compound	KB-3-1 tox	KB-V1 cytotox	HT1080NT lethal	HT1080 IDH1KD tx	SW480 rereplic
13	Cc1ccc(NC(=O)CSc2nc3c([nH]c4ccccc43)c(=O)n2C)cc1	?	?	-1%	-3%	1%
14	CC1(Oc2ccc(Cl)cc2)CCN(Cc2ccc(OC(F)(F)F)cc2)C1 (configuration not stated)	0%	-1%	1%	29%	nt
15	Cc1ccc(C(=O)Nc2cc([N+](=O)[O-])ccc2F)s1	-1%	2%	9%	5%	-8%
16	Cc1c(C)c(C)c(C(=O)C2CCN(c3ccc([N+](=O)[O-])cn3)CC2)c(C)c1C	-3%	-8%	-19%	-7%	-14%
17	COc1ccc(CN2CCC(C(=O)NCCc3ccc(OC)c(OC)c3)CC2)c(OC)c1	-6%	-1%	-1%	7%	3%
18	CC(C)N(C(=O)[C@H]1C[C@H](CC(=O)NCC23CC4CC(CC(C4)C2)C3)C(=O)N2CCc3c([nH]c4cc(CCC(=O)N(C)C)ccc34)[C@]12C)C(C)C	0%	0%	7%	10%	-1%
19	O=C(O)CC1(CC(=O)Nc2ccc(C(F)(F)F)cc2)CCCC1	5%	13%	-19%	-23%	14%
20	COc1ccc(C(=O)N(C)c2ccccc2C(=O)NCCc2ccccc2)cc1	2.9µM*	5.8µM*	-17%	?	26%
21	Cc1oc(-c2cccc(Cl)c2)nc1CS(=O)(=O)CC(=O)NCCCN1CCOCC1	?	9%	3%	-1%	-13%
22	Cc1ccc(N/C=C/C(=O)c2ccc(C)cc2)cc1	-1%	-8%	16%	12%	1%
23	CCOC(=O)C1CCCN(C(=O)/C(=C/c2ccco2)NC(=O)c2ccccc2)C1 (configuration not stated)	-1%	?	-2%	-1%	20%
24	CC(C)c1nn2c(=O)cc(COc3cccc(NC(=O)c4ccco4)c3)nc2s1	10%	-1%	11%	24%	2%

nr	DRD3 antagonist	DRD3 agonist	IL-1B inflam inh	GLP1R ag
13	-24	-2	37	-3%
14	5	-6	-81*	-1%
15	21	1	5	11%
16	-2	11	28	0%
17	-15	-7	-5	-6%
18	9	-19	-26	-2%
19	-2	4	35	?
20	0	0	31	15%
21	6	3	11	9%
22	4	-3	-9	0%
23	-2	-8	12	4%
24	11	6	-2	-2%

Look-ups from the list:
Reading of compound 4 in IL-1B inflam inh: -13
Reading of compound 9 in GLP1R ag: 1%
Reading of compound 24 in DRD3 agonist: 6
Reading of compound 8 in IL-1B inflam inh: -7
Reading of compound 3 in DRD3 antagonist: 1

Ordered by count of non-hydrogen atoms (falling): part of the list above.
nr	Compound	KB-3-1 tox	KB-V1 cytotox	HT1080NT lethal	HT1080 IDH1KD tx	SW480 rereplic
18	CC(C)N(C(=O)[C@H]1C[C@H](CC(=O)NCC23CC4CC(CC(C4)C2)C3)C(=O)N2CCc3c([nH]c4cc(CCC(=O)N(C)C)ccc34)[C@]12C)C(C)C	0%	0%	7%	10%	-1%
24	CC(C)c1nn2c(=O)cc(COc3cccc(NC(=O)c4ccco4)c3)nc2s1	10%	-1%	11%	24%	2%
16	Cc1c(C)c(C)c(C(=O)C2CCN(c3ccc([N+](=O)[O-])cn3)CC2)c(C)c1C	-3%	-8%	-19%	-7%	-14%
14	CC1(Oc2ccc(Cl)cc2)CCN(Cc2ccc(OC(F)(F)F)cc2)C1 (configuration not stated)	0%	-1%	1%	29%	nt
1	O=C(C(=O)N1CCCCCC1)c1c[nH]c2ccccc12	-3%	-7%	-1%	13%	-15%

nr	DRD3 antagonist	DRD3 agonist	IL-1B inflam inh	GLP1R ag
18	9	-19	-26	-2%
24	11	6	-2	-2%
16	-2	11	28	0%
14	5	-6	-81*	-1%
1	-4	-4	-15	13%

Going on with the list:
nr	Compound	KB-3-1 tox	KB-V1 cytotox	HT1080NT lethal	HT1080 IDH1KD tx	SW480 rereplic
25	Clc1ccc2nc(-c3ccccc3)c(CN3CCOCC3)n2c1	-1%	?	9%	2%	-2%
26	CCOC(=O)C1=CCN(S(=O)(=O)c2ccc(Cl)cc2)C1c1cccc(C)c1 (configuration not stated)	-11%	?	-24%	-24%	nt
27	O=C(NCCOc1ccc(F)cc1)C1CCC(=O)N(Cc2ccc(Cl)cc2)C1 (configuration not stated)	15%	-28%	1%	1%	nt
28	CCCS(=O)(=O)N1CCN(C(=O)c2cc(OC)cc(OC)c2)CC1	12%	-21%	2%	-3%	2%
29	Cc1c(Cl)cnc(NC(=O)COC(=O)Cc2coc3ccc4ccccc4c23)c1Cl	10%	32%	3%	4%	0%
30	Cc1cc(C(=O)N2CCCC(CO)(Cc3ccc(F)cc3F)C2)nn1C (configuration not stated)	1%	-2%	1%	2%	nt
31	CN(Cc1ccccc1)C(=O)c1ccc(NC(=O)Cc2ccc(NC(=O)C3CCCN(C(=O)c4ccccc4)C3)cc2)cc1 (configuration not stated)	-13%	9%	0%	-11%	2%
32	CCOc1ccc2nc(NC(=S)NCc3ccccc3)sc2c1	0%	3%	?	4µM*	-1%
33	CCOc1ccc(NC(=O)c2ccccc2OCC(=O)c2ccccc2)cc1	11%	?	-6%	-3%	14%
34	O=S(=O)(Nc1ccc(-c2nc3cccnc3s2)cc1)c1cccs1	2%	6%	?	10%	5%
35	O=S(=O)(c1ccccc1C(F)(F)F)N1C=CC(C(F)(F)F)=NCC1	2%	-14%	2%	8%	-12%
36	Cc1ccc(OCC(O)CN2C(=O)NC(C)(C)C2=O)c(C)c1 (configuration not stated)	-14%	20%	-1%	-3%	0%

nr	DRD3 antagonist	DRD3 agonist	IL-1B inflam inh	GLP1R ag
25	?	0	-20	29%
26	-6	-3	11	10%
27	-5	6	?	2%
28	-13	1	30	-6%
29	4	6	21	6%
30	18	3	8	7%
31	-8	-25	27	-1%
32	-17	19	-4	-8%
33	16	0	-10	0%
34	-14	12	-9	16%
35	3	2	3	3%
36	-16	2	8	5%

2 records drawn at random from the list so far:
nr	Compound	KB-3-1 tox	KB-V1 cytotox	HT1080NT lethal	HT1080 IDH1KD tx	SW480 rereplic
27	O=C(NCCOc1ccc(F)cc1)C1CCC(=O)N(Cc2ccc(Cl)cc2)C1 (configuration not stated)	15%	-28%	1%	1%	nt
30	Cc1cc(C(=O)N2CCCC(CO)(Cc3ccc(F)cc3F)C2)nn1C (configuration not stated)	1%	-2%	1%	2%	nt

nr	DRD3 antagonist	DRD3 agonist	IL-1B inflam inh	GLP1R ag
27	-5	6	?	2%
30	18	3	8	7%

Later entries:
nr	Compound	KB-3-1 tox	KB-V1 cytotox	HT1080NT lethal	HT1080 IDH1KD tx	SW480 rereplic
37	O=C(c1cccc(S(=O)(=O)Nc2ccc(F)cc2)c1)N1CCOCC1	-3%	0%	-2%	11%	-1%
38	O=C(NCCc1ccccc1)C1CCN(S(=O)(=O)N2CCOCC2)CC1	-24%	-7%	27%	12%	-21%
39	Cc1ccccc1SCC(=O)OCC(=O)NCc1ccccc1	11%	15%	12%	13%	-5%
40	CN(CC(=O)NCc1cccs1)S(=O)(=O)c1cccc2cccnc12	-23%	12%	-7%	-6%	-1%
41	CCOC(=O)CCCN(c1[nH]c(C)c(C)c1C#N)S(=O)(=O)c1ccc(C)cc1	-17%	-23%	-3%	-1%	nt
42	CNC(=S)N/N=C/c1ccc(-c2cc([N+](=O)[O-])ccc2Cl)o1	7.3µM*	8%	-14%	-19%	-5%
43	Cn1cc(C(=O)N2CCCC(Nc3ccc(F)cc3)C2)c2ccccc21 (configuration not stated)	-4%	2%	-1%	-3%	-1%

nr	DRD3 antagonist	DRD3 agonist	IL-1B inflam inh	GLP1R ag
37	-5	-1	13	0%
38	4	-1	1	-1%
39	11	3	4	0%
40	0	-9	11	7%
41	-27	-6	-13	-2%
42	-2	3	-14	7%
43	-2	7	16	8%

Limited to KB-3-1 tox and HT1080NT lethal (2 entries from above):
nr | canonical_smiles | KB-3-1 tox | HT1080NT lethal
37 | O=C(c1cccc(S(=O)(=O)Nc2ccc(F)cc2)c1)N1CCOCC1 | -3% | -2%
42 | CNC(=S)N/N=C/c1ccc(-c2cc([N+](=O)[O-])ccc2Cl)o1 | 7.3µM* | -14%
